Assay outcomes: PubChem, National Center for Advancing Translational Sciences (NCATS)
BAZ2B block – blocks human BAZ2B; Q9UIF8; AlphaScreen BAZ2B-H3K14Ac peptide displacement; Potency, µM (titrated, usually from 114 µM), inactives show top-dose activity change, negative = inhibition, hits mostly inhibitors; 360,000 compounds, 4.4% hits; further: potency means the concentration at half of the fitted maximal effect; on the % scale 0 is the no-effect control and ±100 the full control effect; nearly all actives have a fitted effect of over 60% in size
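Protein-peptide AlphaScreen: BAZ2B 50 nM, b-H3K14Ac 50 nM, 1x PBS pH 7.4 + 0.01% Tween-20. Preincubation 30 min RT; cpd 30 min RT (top 110 uM); beads 20 min RT, light-protected.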
PGK inhibitor – T. brucei PGK inhibition. PGK/GAPDH coupled, Kinase-Glo luminescence, 60 min. Potency, µM (doses to about 57.5 µM), without a hit: at the top dose activity change, negative = inhibition, usual class: inhibitors. 380,000 compounds, 0.043% hits; further: potency means the concentration at half of the fitted maximal effect; on the % scale 0 is the no-effect control and ±100 the full control effect; nearly all actives have a fitted effect of over 60% in size
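Recombinant glycosomal PGK reaction used 1,3-bisphosphoglycerate generated in-well by GAPDH (100nM final) in 100mM TEA pH 7.6, 5mM MgCl2, 0.01% Tween-20. After 60 minutes at room temperature, ATP was read by Kinase-Glo Plus luminescence end-point.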
HP1b chromo inh – blocks HP1-beta chromodomain binding to methylated histone tails; P83916; AlphaScreen HP1-beta / biotin-H3K9me3 peptide binding; Potency, µM (highest dose often 114 µM), without a hit: at the top dose activity change, negative = inhibition, most hits filed as inhibitors; 390,000 compounds, 0.56% hits; AID 540317; further: potency means the concentration at half of the fitted maximal effect; nearly all actives have a fitted effect of over 70% in size; inactives centre near 23
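HP1-beta protein (50 nM final) preincubated 30 min at room temperature with biotinylated H3(1-18)K9me3 peptide (50 nM) in PBS pH 7.4, 0.01% Tween-20, then compound added for 30 min. AlphaScreen streptavidin donor/nickel chelate acceptor beads (10 ug/mL final), 30 min dark, luminescence read.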
PI4K2A block – PI4K2A (human) kinase inhibition. Q9BTU6. purified PI4K2A, ADP-Glo luminescence, 1 h; hits give low values. activity change, negative = inhibition, % at 76.9 µM. 420,000 compounds, 0.13% hits; in the data active means activity change below about -50%; inconclusive means mostly about -30% to -49%;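 further: -100% = wells without enzyme as full effect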
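Compounds are screened against recombinant PI4K2A using PI as substrate and ATP, the latter dispensed at 300 microM. Reactions run one hour at ambient temperature before ADP-Glo detection; full inhibition defined by wells lacking enzyme.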
ERG Ets-DNA blk – blocks human ERG Ets domain binding to DNA | P11308 | fluorescence polarization, His-ERG Ets domain / labelled DNA | Potency, µM (top dose mostly 76.9 µM), for inactives: at the top dose FP activity, negative = inhibition, hits mostly inhibitors | 370,000 compounds, 0.028% hits | AID 624246; active means well fitted inhibition curve with a large enough effect in the polarisation, with a control signal flat; inconclusive means small, poorly fitted or top-dose-only effect, or effect the other way, or a change in a side signal; inactive means no such curve, though single readings can be large or run the other way; the % refers to the polarisation;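 further: polarization taken with two DNA probes labelled with fluorescein and Texas red; potency means the concentration at half of the fitted maximal effect; % of control where 0% means no effect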
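His-tagged ERG Ets domain (1 uM in the protein solution; 300mM KCl, 50mM Tris-HCl, 1mM EDTA, 1mM DTT, pH 7.5) received compound, then a probe mix of 5 nM fluorescein-DNA and 100nM Texas-615-DNA. Fluorescence polarization was read for both dyes.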
Pin1 inhibitor – blocks the human prolyl isomerase Pin1. AID 504891. Pin1 FP peptide displacement, HiFluor488, 10 min. Q13526. Potency, µM (top dose mostly 115 µM), for the others: at the highest dose activity, negative = inhibition, actives largely listed as inhibitors. 390,000 compounds, 0.009% hits; active means well fitted inhibition curve with a large enough effect in the polarisation, with a control signal flat, not every such curve was filed as active; inconclusive means small, poorly fitted or top-dose-only effect, or effect the other way, or a change in a side signal; inactive means no such curve, though single readings can be large or run the other way; the % refers to the polarisation; further: potency means the concentration at half of the fitted maximal effect; on the % scale 0 is the no-effect control and ±100 the full control effect
JMJD2A Tudor inh – blocks the human JMJD2A Tudor domain; AlphaScreen JMJD2A-Tudor / H3K4me3 peptide binding; Potency, µM (doses to about 114 µM), inactives show top-dose activity change, negative = inhibition, usual class: inhibitors; 390,000 compounds, 4.4% hits; AID 504339; further: potency means the concentration at half of the fitted maximal effect; on the % scale 0 is the no-effect control and ±100 the full control effect; nearly all actives have a fitted effect of over 50% in size
GLS inhibitor – blocks human kidney-isoform glutaminase activity; GLS enzymatic activity, qHTS titration; Potency, µM (top dose mostly 45.5 µM), inactives show at the top dose activity change, negative = inhibition, hits mostly inhibitors; 410,000 compounds, 0.21% hits; AID 624170; further: potency means the concentration at half of the fitted maximal effect; on the % scale 0 is the no-effect control and ±100 the full control effect
Target sequence (O94925 whole entry, looked up, canonical isoform): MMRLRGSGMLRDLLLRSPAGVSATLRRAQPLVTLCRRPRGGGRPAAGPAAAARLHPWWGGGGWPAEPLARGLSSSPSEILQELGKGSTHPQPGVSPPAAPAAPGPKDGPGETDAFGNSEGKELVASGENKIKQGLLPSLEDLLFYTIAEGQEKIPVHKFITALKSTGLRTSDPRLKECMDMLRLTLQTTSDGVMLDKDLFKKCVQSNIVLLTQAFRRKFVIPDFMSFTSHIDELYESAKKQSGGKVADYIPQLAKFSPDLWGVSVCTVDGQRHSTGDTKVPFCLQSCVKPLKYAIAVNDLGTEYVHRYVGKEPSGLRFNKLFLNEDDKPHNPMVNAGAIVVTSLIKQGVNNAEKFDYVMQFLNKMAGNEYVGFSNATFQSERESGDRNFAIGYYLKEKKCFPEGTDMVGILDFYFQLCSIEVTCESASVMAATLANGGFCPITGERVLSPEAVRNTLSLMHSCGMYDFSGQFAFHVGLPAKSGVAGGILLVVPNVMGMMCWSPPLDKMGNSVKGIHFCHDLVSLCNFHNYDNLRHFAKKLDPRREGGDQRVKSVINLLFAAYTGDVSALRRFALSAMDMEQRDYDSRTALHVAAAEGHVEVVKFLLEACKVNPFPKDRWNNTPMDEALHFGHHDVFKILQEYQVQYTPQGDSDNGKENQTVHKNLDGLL
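Coupled fluorescence readout: glutamate oxidase/HRP/Amplex Red detect glutamate formed by hKGA from L-glutamine (1 mM solution added). Buffer 45 mM KH2PO4 pH 8.2, 0.02% Tween-20; reads at t0 and 30 min RT.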
G9a block – G9a (human) methyltransferase inhibition. Potency, µM (series often up to 102 µM), inactives show at the top dose activity, negative = inhibition, hits mostly inhibitors. 350,000 compounds, 8.8% hits. G9a H3K9 monomethylation, AlphaScreen, 2 h. AID 504332; further: potency means the concentration at half of the fitted maximal effect; on the % scale 0 is the no-effect control and ±100 the full control effect; nearly all actives have a fitted effect of over 75% in size
Target sequence (Q96KQ7 913-1193 limits assumed): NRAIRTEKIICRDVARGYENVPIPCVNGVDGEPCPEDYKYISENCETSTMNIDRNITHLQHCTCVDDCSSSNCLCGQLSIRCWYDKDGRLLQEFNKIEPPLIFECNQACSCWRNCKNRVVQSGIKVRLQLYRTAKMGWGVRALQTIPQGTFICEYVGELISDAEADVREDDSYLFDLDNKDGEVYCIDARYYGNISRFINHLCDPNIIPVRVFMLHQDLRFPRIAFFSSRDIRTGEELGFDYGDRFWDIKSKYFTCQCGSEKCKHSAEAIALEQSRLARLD
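G9a (20 nM) was preincubated 15 min with compound, then reacted 2 h at room temperature with 500 nM biotin-H3K9 peptide and 20 µM SAM. Monomethyl-H3K9 detected by AlphaScreen using anti-H3K9me1 antibody.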
Numbers without * were called inactive; [ ] = another dose, or the depositor's remark. Unless noted, the call rests on the fitted dose curve; in most records, active means well fitted curve in the direction sought with a large enough effect; inconclusive means small, poorly fitted or top-dose-only effect, or another doubt; inactive means no such curve, though single readings can be large; an effect the other way counts as inactive or inconclusive.

Cc1ccc(C)c(-n2cc(CNC(C)Cn3cncn3)c(-c3ccccc3)n2)c1 (stereo unspecified) was read as BAZ2B block -19%, PGK inhibitor inactive, HP1b chromo inh 21%, PI4K2A block -13, ERG Ets-DNA blk 0%, Pin1 inhibitor -7%, JMJD2A Tudor inh -3%, GLS inhibitor -1% and G9a block inconclusive.
CCCc1ccc(OCCNC(C)=O)cc1 was read as BAZ2B block 21%, PGK inhibitor -9%, HP1b chromo inh 14%, PI4K2A block 0, Pin1 inhibitor -12%, JMJD2A Tudor inh -5%, GLS inhibitor -3% and G9a block 2%[59 µM].
`CCOc1cccc(C(=O)N(Cc2ccc(C(C)C)cc2)C2CCS(=O)(=O)C2)c1` (stereo unspecified) gave BAZ2B block 5%, PGK inhibitor 1%, HP1b chromo inh 20%, PI4K2A block -2, ERG Ets-DNA blk -2%, Pin1 inhibitor -6%, JMJD2A Tudor inh -9%, GLS inhibitor 7% and G9a block -5%[59 µM].
O=C(CCCNC(=O)/C(=C/c1ccc(F)cc1)NC(=O)c1ccccc1)OCc1ccccc1 was read as BAZ2B block -3%, PGK inhibitor -1%, HP1b chromo inh 43%[activator], PI4K2A block 6, ERG Ets-DNA blk -4%, Pin1 inhibitor -1%, JMJD2A Tudor inh -6%, GLS inhibitor -1% and G9a block 14%[59 µM].
CCC(C)NC(=O)C1CCC(CNS(=O)(=O)c2ccc3c(c2)N(C(C)=O)CCO3)CC1 (stereo unspecified) was read as BAZ2B block -11%, PGK inhibitor -4%, HP1b chromo inh -1%, PI4K2A block -5, ERG Ets-DNA blk -2%, Pin1 inhibitor -2%, JMJD2A Tudor inh inconclusive, GLS inhibitor inconclusive and G9a block 83%[activator].
CCCc1nnc(NC(=O)CCC(=O)N2CCN(c3ccccc3)CC2)s1 was read as BAZ2B block inconclusive, PGK inhibitor -4%, HP1b chromo inh 33%, PI4K2A block -7, ERG Ets-DNA blk 5%, Pin1 inhibitor -2%, JMJD2A Tudor inh -10%, GLS inhibitor 37%[activator] and G9a block 4%.
`CCCCNC(=O)C1CCCN1C(=O)Nc1cccc(OC)c1` (stereo unspecified) gave BAZ2B block 11%, PGK inhibitor 10%, HP1b chromo inh 18%, PI4K2A block 2, ERG Ets-DNA blk 3%, Pin1 inhibitor 7%, JMJD2A Tudor inh -1% and GLS inhibitor 2%.
For COc1ccccc1Nc1nc(Cl)c(C=O)s1 the results were BAZ2B block 8%, PGK inhibitor -1%, HP1b chromo inh 64%[activator], PI4K2A block 3, ERG Ets-DNA blk 10%, Pin1 inhibitor inconclusive, JMJD2A Tudor inh 16%, GLS inhibitor 7% and G9a block 21%.
For CC(OC(=O)Cn1cnc2c1c(=O)n(C)c(=O)n2C)C(=O)c1ccccc1 (stereo unspecified) the results were BAZ2B block 7%, PGK inhibitor 0%, HP1b chromo inh -13%, PI4K2A block -1, ERG Ets-DNA blk -4%, Pin1 inhibitor -2%, JMJD2A Tudor inh -27%, GLS inhibitor 0% and G9a block 7%[0.501 µM].
CN(Cc1cccs1)C(=O)Cc1csc(-c2ccccc2)n1 was read as BAZ2B block -18%, PGK inhibitor 6%, HP1b chromo inh 25%, PI4K2A block -5, ERG Ets-DNA blk -1%, Pin1 inhibitor 17%, JMJD2A Tudor inh 0%, GLS inhibitor 0% and G9a block 18%[59 µM].
`COc1ccc(C)cc1-n1nnnc1SCc1cc(=O)n2cc(C)ccc2n1` gave BAZ2B block 22%, PGK inhibitor -3%, HP1b chromo inh 31%, PI4K2A block -2, ERG Ets-DNA blk 4%, Pin1 inhibitor 3%, JMJD2A Tudor inh -12%, GLS inhibitor -6% and G9a block -8%[59 µM].
Screening CC1CCN(Cc2ccc(-c3nn[nH]n3)cc2)CC1 returned BAZ2B block 9%, PGK inhibitor -5%, HP1b chromo inh 26%, PI4K2A block -3, ERG Ets-DNA blk -4%, Pin1 inhibitor -3%, JMJD2A Tudor inh -4%, GLS inhibitor -8% and G9a block inconclusive.
Screening CCOC(=O)c1[nH]c(C)c(/C(O)=C2\C(=O)C(=O)N(CCN3CCOCC3)C2c2cccs2)c1C (stereo unspecified) returned BAZ2B block -8%, PGK inhibitor -7%, HP1b chromo inh 12%, PI4K2A block -4, ERG Ets-DNA blk 4%, Pin1 inhibitor 0%, JMJD2A Tudor inh inconclusive and G9a block 45µM*.
Screening COc1ccc(-c2c3c(=O)n(C)c(=O)n(C)c3c3n2-c2ccccc2NC3c2ccco2)cc1 (stereo unspecified) returned BAZ2B block -9%, PGK inhibitor inactive, HP1b chromo inh 52%[activator], PI4K2A block 3, ERG Ets-DNA blk -8%, Pin1 inhibitor 0%, JMJD2A Tudor inh -3%, GLS inhibitor -13% and G9a block -26%[59 µM].
`Cc1ccc(C(=O)NCC(=O)OCC(=O)Nc2cccc(S(=O)(=O)N3CCCC3)c2)cc1C` gave BAZ2B block -24%, PGK inhibitor 1%, HP1b chromo inh 21%, PI4K2A block 0, ERG Ets-DNA blk -1%, Pin1 inhibitor -1%, JMJD2A Tudor inh -6% and GLS inhibitor -1%.
Screening O=C1NC(=O)c2cc3ccccc3cc21 returned BAZ2B block 8%, PGK inhibitor -8%, HP1b chromo inh 18%, PI4K2A block 3, ERG Ets-DNA blk 6%, Pin1 inhibitor -6%, JMJD2A Tudor inh -11%, GLS inhibitor -1% and G9a block inconclusive.
`COC(=O)[C@H](Cc1ccccc1)NCCCn1cnc(C(=O)Nc2ccc(C)c(C)c2)n1` gave PGK inhibitor -2%, HP1b chromo inh 61%[activator], PI4K2A block 0, ERG Ets-DNA blk 2%, Pin1 inhibitor -1%, JMJD2A Tudor inh -7% and GLS inhibitor -1%.
For Cc1ccc(S(=O)(=O)c2nc(S(=O)(=O)c3ccccc3)sc2NCCCOC(C)C)cc1 the results were BAZ2B block 3%, PGK inhibitor -4%, HP1b chromo inh 8%, PI4K2A block -3, ERG Ets-DNA blk -2%, Pin1 inhibitor -4%, JMJD2A Tudor inh -24%, GLS inhibitor -4% and G9a block 1%[59 µM].
CC(C)Oc1ccc(C2NC(=O)NC2=O)cc1 (stereo unspecified) was read as BAZ2B block -6%, PGK inhibitor -2%, HP1b chromo inh -2%, PI4K2A block -3, ERG Ets-DNA blk -13%, Pin1 inhibitor -10%, JMJD2A Tudor inh -2%, GLS inhibitor 15% and G9a block -46%.
For CCC(=O)Nc1cccc(-c2nc3ccccc3o2)c1 the results were BAZ2B block 0%, PGK inhibitor -2%, HP1b chromo inh 49%[activator], PI4K2A block -16, ERG Ets-DNA blk 1%, Pin1 inhibitor -4%, JMJD2A Tudor inh -14%, GLS inhibitor 6% and G9a block 9%[59 µM].
CC(C)CC(C)NC(=O)c1ccc(C(F)(F)F)cc1 (stereo unspecified) was read as BAZ2B block -2%, PGK inhibitor -7%, HP1b chromo inh 38%, PI4K2A block 3, ERG Ets-DNA blk 1%, Pin1 inhibitor 2%, JMJD2A Tudor inh 6%, GLS inhibitor 1% and G9a block 31%[59 µM].
`CCCNC(=O)C1CN(C(=O)c2nn(Cc3ccccc3)c(=O)c3ccccc23)c2ccccc2O1` (stereo unspecified) gave BAZ2B block -9%, PGK inhibitor 13%, HP1b chromo inh 7%, PI4K2A block 3, ERG Ets-DNA blk -11%, Pin1 inhibitor -4%, JMJD2A Tudor inh -17%, GLS inhibitor 19% and G9a block -15%[12.7 µM].
For CCN(CC)S(=O)(=O)c1ccc(N2CCOCC2)c(NC(=O)Cc2ccc(Cl)cc2)c1 the results were BAZ2B block 9%, PGK inhibitor -3%, HP1b chromo inh 52%[activator], PI4K2A block -2, ERG Ets-DNA blk -2%, Pin1 inhibitor 33%[activator], JMJD2A Tudor inh -11%, GLS inhibitor -2% and G9a block inconclusive.
For O=P(c1ccccc1)(c1ccccc1)c1nc(-c2ccccc2)oc1NCc1ccccc1 the results were BAZ2B block -4%, PGK inhibitor 4%, HP1b chromo inh 22%, PI4K2A block 1, ERG Ets-DNA blk 4%, Pin1 inhibitor 0%, JMJD2A Tudor inh -30%, GLS inhibitor 10% and G9a block 10%.
NC1=CC(=O)C(=O)c2ccccc21 was read as PGK inhibitor 5%, HP1b chromo inh -1%, PI4K2A block inconclusive, ERG Ets-DNA blk -5%, Pin1 inhibitor 0%, JMJD2A Tudor inh -17% and GLS inhibitor 3%.
For S=C1SCN(CCN2CCOCC2)CN1Cc1ccccc1 the results were BAZ2B block 4%, PGK inhibitor inactive, HP1b chromo inh 5%, PI4K2A block 9, ERG Ets-DNA blk -11%, Pin1 inhibitor -2%, JMJD2A Tudor inh -13%, GLS inhibitor 33%[activator] and G9a block inconclusive.
`CC1=C(c2ccc(C(C)C)cc2)S(=O)(=O)NC1=NCc1ccc(Cl)cc1` gave BAZ2B block inconclusive, PGK inhibitor inactive, HP1b chromo inh 12%, PI4K2A block -9, ERG Ets-DNA blk -16%, Pin1 inhibitor 13%, JMJD2A Tudor inh inconclusive, GLS inhibitor -6% and G9a block -3%[59 µM].
